uPA generation: cell surface uPA generation inhibition. cell surface uPA generation assay, qHTS. Potency, µM (series often up to 38.3 µM), for inactives: top-dose activity change, negative = inhibition, hits mostly inhibitors. hit rate 0.31% among 330,000. AID 540303; active = well fitted inhibition curve with a large enough effect; inconclusive = small, poorly fitted or top-dose-only effect; inactive = no such curve, though single readings can be large or run the other way; tested in mouse RAW 264.7 cells; note: potency is the fitted concentration of half-maximal effect; % is set by controls: 0 for no effect and ±100 for the full control effect; nearly all actives have a fitted effect of over 55% in size
USP2a block: blocks human ubiquitin-specific protease USP2a | USP2 core, Ub-CHOP2 coupled fluorogenic reporter, 485/531 | O75604 | Potency, µM (doses to about 38.3 µM), without a hit: at the top dose activity change, negative = inhibition, most hits filed as inhibitors | AID 463254 | hit rate 0.01% among 330,000;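 note: potency is the fitted concentration of half-maximal effect; plate controls were DMSO wells for no effect and full inhibition by NEM control for full effect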
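USP2 core (10nM final) preincubated 30min RT with compound in 20mM Tris-HCl pH 8.0, 2mM CaCl2, 2mM beta-mercaptoethanol, 0.05% CHAPS; 25nM Ub-CHOP2 plus 25nM reporter substrate added, fluorescence (Ex485/Em531) read after 60min.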
Mito fusion act: blocks mitochondrial division or promotes mitochondrial fusion. hit rate 0.23% among 320,000. AID 485298. Potency, µM (highest dose often 46.1 µM), without a hit: at the top dose growth rescue (activation), usual class: activators. S. cerevisiae fusion-defective mutant growth rescue, CellTiterGlo 48 h;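 note: potency is the fitted concentration of half-maximal effect; % of control where 0% means no effect; nearly all actives have a fitted effect of over 45% in size; temperature-sensitive fusion mutants such as fzo1-1 at 37 °C on non-fermentable ethanol glycerol medium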
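Luminescent cell viability in 1536-well qHTS format served as the measure of rescued growth in ts fusion-mutant S. cerevisiae cultured on non-fermentable YPEG for 48 hours at 37C.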
B2AR arrestin: recruits beta-arrestin to the human beta2-adrenergic receptor; hit rate 0.02% among 330,000; beta-arrestin recruitment to beta2AR, cell-based reporter; P07550; Potency, µM (doses to about 46.1 µM), inactives show top-dose activation, actives largely listed as activators;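 note: potency is the fitted concentration of half-maximal effect; 0% = DMSO controls and full agonism = EC100 isoproterenol or metaproterenol; nearly all actives have a fitted effect of over 65% in size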
Target sequence (P07550 whole entry, looked up): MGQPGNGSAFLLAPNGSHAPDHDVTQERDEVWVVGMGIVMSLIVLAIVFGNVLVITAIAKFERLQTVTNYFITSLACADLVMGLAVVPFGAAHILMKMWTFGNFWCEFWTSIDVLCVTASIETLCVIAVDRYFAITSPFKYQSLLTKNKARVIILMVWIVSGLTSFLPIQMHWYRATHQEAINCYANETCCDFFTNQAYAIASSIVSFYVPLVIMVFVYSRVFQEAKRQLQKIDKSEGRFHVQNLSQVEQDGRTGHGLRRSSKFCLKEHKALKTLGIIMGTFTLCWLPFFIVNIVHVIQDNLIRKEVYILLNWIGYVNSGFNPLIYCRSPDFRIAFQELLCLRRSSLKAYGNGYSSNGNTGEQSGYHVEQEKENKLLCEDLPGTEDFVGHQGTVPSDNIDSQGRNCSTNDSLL
TCR activator: activators of T cell receptors. primary human leukocytes, anti-CD3, IL-2 HTRF, 48 h. Potency, µM (doses to about 9.22 µM), inactives show at the top dose activation of IL-2 secretion, hits mostly activators. 330,000 tested, under 10 active; note: % of control where 0% means no effect
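IL-2 produced over 48 hr by a-CD3 bead-stimulated primary human leukocytes exposed to compounds was detected with a homogeneous time-resolved FRET immunoassay, 665nm acceptor signal after 320nm excitation.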
ELG1 DNA repair: inhibitors of ELG1-dependent DNA repair in HEK293T cells. HEK293T ELG1-luciferase reporter, luminescence, 16 h; DNA damage induced by 5-fluorouridine. Potency, µM (doses to about 46.1 µM), for inactives: at the highest dose activity change, negative = inhibition, usual class: inhibitors. hit rate 2.3% among 330,000. AID 504467; note: potency is the fitted concentration of half-maximal effect; % is set by controls: 0 for no effect and ±100 for the full control effect; nearly all actives have a fitted effect of over 55% in size
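5-Fluorouridine DNA damage + compound/DMSO, 2,000 cells/well, 16 h, 37 °C/5% CO2. ONE-Glo, 30 min RT, luminescence. Readout = decrease in reporter signal.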
Tb PFK block: T. brucei PFK enzyme inhibition; O15648; T. brucei PFK, ADP-Glo luminescence; Potency, µM (highest dose often 57.5 µM), without a hit: top-dose activity, negative = inhibition, hits mostly inhibitors; hit rate 0.17% among 330,000; AID 485367;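 note: potency is the fitted concentration of half-maximal effect; 0% = uninhibited 1x PFK enzyme wells and -100% = no-enzyme wells; nearly all actives have a fitted effect of over 60% in size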
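ADP-Glo luminescence quantified ADP after 45 min at room temperature, with 1.25 nM T. brucei PFK, 0.1 mM ATP and 0.5 mM fructose-6-phosphate in pH 8.0 TEA buffer. qHTS titrations up to 57 µM; curves classified by quality.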
PTAP TSG101 blk: blocks PTAP/TSG101 interaction to inhibit HIV-1 budding | 340,000 tested, under 10 active | Potency, µM (series often up to 115 µM), inactives show at the top dose activity change, negative = inhibition, most hits filed as inhibitors | AID 493005 | Fluorescence polarization, FITC-PTAP peptide / Tsg101 binding | Q99816; active = well fitted inhibition curve with a large enough effect in the main read-out, with a control signal flat, not every such curve was filed as active; inconclusive = small, poorly fitted or top-dose-only effect, or effect the other way, or a change in a side signal; inactive = no such curve, though single readings can be large or run the other way; note: potency is the fitted concentration of half-maximal effect; % of control where 0% means no effect
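Fluorescence anisotropy tracks displacement of a FITC-tagged PTAP peptide (50 nM) from the Tsg101 binding domain (10 uM), following a 20 min room-temperature incubation at pH 7.5.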
TSHR antag: human thyrotropin receptor antagonism; activity change, negative = inhibition, % at 11.5 µM; hit rate 0.2% among 330,000; TSHR-expressing cells, TSH-stimulated cAMP HTRF, 2 h; active compounds read low;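 active = activity change below a set negative limit, meaning inhibition stronger than a set level, cut at about -70% in these data; inconclusive = activity change between two set negative limits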; note: % is set by controls: 0 for no effect and ±100 for the full control effect
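Antagonism was scored as loss of TSH-driven cAMP in TSHR cells, stimulated with 4nM TSH (EC80) for 2 hours at 37 deg C and detected by homogeneous HTRF competition immunoassay.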
BCR signal inh: chronic active BCR signaling inhibition | hit rate 0.05% among 340,000 | Potency, µM (doses to about 46.1 µM), inactives show at the top dose ratio change, negative = lower green/red ratio, hits mostly inhibitors | ABC-DLBCL IkBa-CBG/CBR reporter, luminescence ratio, 4 h; active = well fitted inhibition curve with a large enough effect in the signal ratio, with a control signal flat, not every such curve was filed as active; inconclusive = small, poorly fitted or top-dose-only effect, or effect the other way, or a change in a side signal; the % refers to the signal ratio;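 note: potency is the fitted concentration of half-maximal effect; plate controls were basal doxycycline-induced cells for no effect and cells given 10 µM MG132 for full effect; MG132 reads +100%, hits lower the ratio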
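TMD8 ABC-DLBCL cells carrying doxycycline-inducible green luciferase fused to IkappaBalpha plus unfused red luciferase were exposed to compounds (up to 46 uM) for 4 hrs at 37C. Activity came from the overlap-corrected green/red luminescence ratio.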
Eya2 phos inh: blocks the phosphatase activity of human Eya2 | recombinant Eya2, OMFP fluorescence dephosphorylation (OMFP is methylfluorescein phosphate) | Potency, µM (highest dose often 76.9 µM), for inactives: at the highest dose activity, negative = inhibition, most hits filed as inhibitors | hit rate 0.006% among 330,000; note: potency is the fitted concentration of half-maximal effect; % is set by controls: 0 for no effect and ±100 for the full control effect
Target sequence (O00167 whole entry, looked up): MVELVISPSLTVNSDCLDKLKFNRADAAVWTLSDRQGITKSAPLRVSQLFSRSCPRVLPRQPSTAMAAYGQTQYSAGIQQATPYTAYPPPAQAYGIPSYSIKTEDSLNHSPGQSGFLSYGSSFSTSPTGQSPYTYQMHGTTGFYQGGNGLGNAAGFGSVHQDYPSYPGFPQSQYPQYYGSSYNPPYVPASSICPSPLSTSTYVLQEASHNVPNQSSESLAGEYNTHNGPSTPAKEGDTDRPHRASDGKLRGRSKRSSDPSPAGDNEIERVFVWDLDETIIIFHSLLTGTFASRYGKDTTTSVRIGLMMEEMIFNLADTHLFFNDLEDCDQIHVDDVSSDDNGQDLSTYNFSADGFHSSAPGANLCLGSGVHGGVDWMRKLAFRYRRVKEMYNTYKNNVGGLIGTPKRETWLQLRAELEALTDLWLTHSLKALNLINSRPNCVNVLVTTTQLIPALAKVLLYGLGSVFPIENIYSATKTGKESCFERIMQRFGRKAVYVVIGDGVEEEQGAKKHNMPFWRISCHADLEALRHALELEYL
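Eya2 (0.2 uM) preincubated 10 min at ambient with compound, then OMFP substrate added at 50 uM; 10 min reaction in 50 mM HEPES pH 7.5, 50 mM NaCl, 5 uM MgCl2, 0.05% BSA, 1 mM DTT. Fluorescence read at Ex 485/Em 525 nm.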
Starred values were filed as active, the others as inactive; ? = inconclusive; / = no result given; [ ] = dose if it differs, or a comment. Unless noted, calls come from the whole dose curve; as a rule, active = well fitted curve in the direction sought with a large enough effect; inconclusive = small, poorly fitted or top-dose-only effect, or another doubt; inactive = no such curve, though single readings can be large; an effect the other way counts as inactive or inconclusive.

1. C/C(=N\NC(=O)c1cccc(S(=O)(=O)N2CCCC2)c1)c1ccncc1
2. COc1cccc(OC)c1C(=O)NC(=O)Nc1c(C)cccc1C
3. Cc1cccc2sc(NC(=O)CN3C(=O)C4CC=CCC4C3=O)nc12 (configuration not stated)
4. CCOc1ccc(N2CC(C(=O)NCc3ccc(F)cc3)CC2=O)cc1 (configuration not stated)
5. COC(=O)c1ccc(NS(=O)(=O)N(C)C)cc1
6. Cc1cc(C)nc(N(C#N)C(C)C(=O)N(C)C)n1 (configuration not stated)
7. CN1CCN(C(=O)C2CCCCC2C(=O)O)CC1 (configuration not stated)
8. COCCN(C(=O)COC(=O)CCOc1cccc(C)c1)c1c(N)n(Cc2ccccc2)c(=O)[nH]c1=O
9. CC1CN(C(=O)CSc2cn(CC(=O)N3CCOCC3)c3ccccc23)CC(C)O1 (configuration not stated)
10. OCCn1c(SCCOc2ccccc2)nc2ccccc21
assay / compound	1	2	3	4	5	6	7	8	9	10
uPA generation	-5%	-3%	2%	0%	-2%	1%	7%	-3%	3%	3%
USP2a block	1%	0%	-1%	0%	-1%	0%	3%	-1%	2%	1%
Mito fusion act	0%	8%	0%	2%	2%	-2%	-2%	-7%	-2%	2%
B2AR arrestin	-0.1%	0.4%	-0.1%	0.0%	-0.2%	-1.2%	-0.5%	0.2%	-0.4%	0.1%
TCR activator	-2%	-7%	0%	4%	2%	10%[46.1 µM]	4%	-13%	1%	/
ELG1 DNA repair	-3%	-2%	6%	2%	18%	-3%	2%	-1%	?	-2%
Tb PFK block	-2%	1%	1%	-1%	0%	0%	-2%	0%	6%	-2%
PTAP TSG101 blk	-2%	-4%	-2%	-2%	-7%	0%	1%	-1%	-6%	-3%
TSHR antag	-9	2	-17	-1	3	3	-7	19	-10	-6
BCR signal inh	-12%	0%	?	3%	1%	-4%	6%	1%	-2%	?
Eya2 phos inh	9%	7%	-15%	19%	5%	0%	26%	-9%	6%	-15%

Arranged by formula weight (low to high): some entries from above.
6. Cc1cc(C)nc(N(C#N)C(C)C(=O)N(C)C)n1 (configuration not stated)
3. Cc1cccc2sc(NC(=O)CN3C(=O)C4CC=CCC4C3=O)nc12 (configuration not stated)
9. CC1CN(C(=O)CSc2cn(CC(=O)N3CCOCC3)c3ccccc23)CC(C)O1 (configuration not stated)
assay / compound	6	3	9
uPA generation	1%	2%	3%
USP2a block	0%	-1%	2%
Mito fusion act	-2%	0%	-2%
B2AR arrestin	-1.2%	-0.1%	-0.4%
TCR activator	10%[46.1 µM]	0%	1%
ELG1 DNA repair	-3%	6%	?
Tb PFK block	0%	1%	6%
PTAP TSG101 blk	0%	-2%	-6%
TSHR antag	3	-17	-10
BCR signal inh	-4%	?	-2%
Eya2 phos inh	0%	-15%	6%

(next part)
11. CCCn1c(N)c(N(CCOC)C(=O)c2ccc(F)cc2F)c(=O)[nH]c1=O
12. COc1ccc(C2C3(C#N)C(N)=NC(OC)(OC)C23C#N)cc1 (configuration not stated)
13. Cc1cc(-c2nc(C)c(-c3nnc(SCC(=O)Nc4ccc(Cl)cc4)n3C)s2)no1
14. COc1cccc(NC(=O)COc2ccc(N3CC(C(=O)NCC(C)C)CC3=O)cc2)c1 (configuration not stated)
15. CC1=CC2=NC(=O)/C(=C/c3coc4ccc(Cl)cc4c3=O)C(=N)N2O1
16. COc1ccccc1NS(=O)(=O)c1ccc(Cl)c(NC(=O)C(C)N2C(=O)c3ccccc3C2=O)c1 (configuration not stated)
17. Cn1c(=O)c2c(nc(Oc3ccc4c(c3)OCO4)n2Cc2ccc(F)cc2)n(C)c1=O
18. Fc1cccc(Cl)c1COc1ccc(-c2nnco2)cc1
19. C#CCOCCOCCOCCNc1nc(N2CCN(C(=O)CCCCCCCCCCNC(=O)[C@H]([C@@H](C)CC)n3cc(CCCCN=C(N)N)nn3)CC2)nc(N2CCN(C(=O)CCCCCCCCCCNC(=O)[C@H]([C@@H](C)CC)n3cc(CCCCN=C(N)N)nn3)CC2)n1
20. Cc1ccc(NC(=O)c2ccc(S(=O)(=O)N3CCCCCC3)cc2)nc1
assay / compound	11	12	13	14	15	16	17	18	19	20
uPA generation	0%	-9%	-2%	1%	4%	-1%	11%	-5%	/	0%
USP2a block	2%	5%	2%	0%	?	0%	0%	-1%	?	-7%
Mito fusion act	8%	2%	0%	-1%	3%	4%	-2%	14%	-14%	-4%
B2AR arrestin	-0.3%	-0.3%	-0.2%	-0.2%	3.5%	-1.0%	-0.6%	-0.1%	-0.3%	0.3%
TCR activator	-3%	1%	-10%	4%	4%	-4%[46.1 µM]	0%	-11%	/	0%
ELG1 DNA repair	-3%	?	5%	6%	5%	13%	13%	?	?	?
Tb PFK block	4%	5%	0%	-7%	-1%	-1%	-4%	-12%	28%	-3%
PTAP TSG101 blk	2%	-1%	3%	4%	?	1%	2%	-5%	/	0%
TSHR antag	23	5	-2	-8	-3	3	-2	11	-11	13
BCR signal inh	-1%	8%	8%	?	?	2%	-2%	-4%	?	24%
Eya2 phos inh	8%	9%	-3%	0%	?	1%	-5%	6%	-26%	6%

21. CC1CCC(C(C)C)C(OC(=O)CSc2nccc(=O)[nH]2)C1 (configuration not stated)
22. CC(C)c1ccc(NC(=O)N2CCOCC2)cc1
23. CN(Cc1ccccc1)c1nc2c(c(=O)n(C)c(=O)n2C)n1CCSc1ncccn1
24. O=C(Nc1ccc(N2CCN(C(=O)c3ccccc3)CC2)cc1)c1ccc2c(c1)OCCO2
25. O=C(CCc1ccc(S(=O)(=O)N2CCOCC2)cc1)Nc1ccc(F)c(F)c1F
26. CCc1nc(Nc2ccc(N3CCN(C(C)=O)CC3)cc2)c2oc3ccccc3c2n1
27. Cc1ccc(CCSCC(=O)O)cn1
28. O=C(O)c1cccc(OCCN2CCCC2=O)c1
29. CCCC(C(=O)O)n1c(O)c(C=C2N=c3ccccc3=N2)sc1=S (configuration not stated)
30. CCc1ccc(N2C(=O)C3NN=C(C(=O)OCc4ccccc4)C3C2=O)cc1 (configuration not stated)
assay / compound	21	22	23	24	25	26	27	28	29	30
uPA generation	/	3%	-2%	?	-14%	-4%	/	2%	-1%	6%
USP2a block	-1%	1%	0%	-5%	-5%	-1%	0%	-2%	3%	1%
Mito fusion act	?	0%	8%	0%	/	-4%	1%	0%	0%	-4%
B2AR arrestin	-0.7%	0.1%	0.0%	0.5%	0.1%	0.1%	0.2%	-0.8%	-0.1%	2.8%
TCR activator	-6%	4%	0%	-2%	4%	-2%	-3%	/	0%	-3%[46.1 µM]
ELG1 DNA repair	7%	?	?	15µM*	-6%	9.2µM*	5%	7%	6%	13%
Tb PFK block	-2%	-5%	-1%	-14%	3%	2%	-1%	0%	0%	-1%
PTAP TSG101 blk	-12%	2%	-1%	-1%	-1%	0%	-4%	0%	-4%	-4%
TSHR antag	-1	5	-4	26	-6	-8	-2	3	-10	8
BCR signal inh	18%	-16%	0%	0%	1%	?	?	4%	?	6%
Eya2 phos inh	-4%	4%	9%	-14%	5%	-7%	-16%	-9%	14%	-1%

31. Cc1cc(NC(=O)CCl)n(-c2nc3ccccc3s2)n1
32. COc1ccc(CCNC(=O)CSc2nn(-c3ccccc3)c(=S)s2)cc1OC
33. COc1cc(-c2nnc3n2CCCCC3)cc(OC)c1OC
34. COc1ccc(-c2cc(C(=O)OCC(=O)NC3CC3)c3ccccc3n2)cc1
35. CCCCCc1nnc(NC(=O)C(=O)OCC)s1
36. Nc1nc2c(nc(SCc3ccccc3Br)n2[C@@H]2O[C@H](CO)[C@@H](O)[C@H]2O)c(=O)[nH]1
assay / compound	31	32	33	34	35	36
uPA generation	9%	0%	1%	?	/	1%
USP2a block	-1%	3%	2%	1%	4%	4%
Mito fusion act	6%	1%	-6%	22%	2%	5%
B2AR arrestin	0.3%	-1.4%	-0.2%	-0.1%	0.0%	0.0%
TCR activator	-28%	5%[46.1 µM]	8%	-7%	-1%	-25%
ELG1 DNA repair	-5%	?	?	-1%	0%	10%
Tb PFK block	1%	-12%	1%	7%	2%	-1%
PTAP TSG101 blk	-1%	-3%	-7%	-3%	-5%	-4%
TSHR antag	-11	-7	-4	-24	-22	-4
BCR signal inh	-1%	-12%	-5%	-2%	0%	0%
Eya2 phos inh	-7%	-13%	0%	11%	14%	8%

An unsorted share of the library. Share with any hit: about 3%.
